Bcl-B TR3 displacers: displacers of TR3 peptide from Bcl-B, primary screen, selectivity assay for Bfl-1 inhibitor project, biochemical, fluorescence polarization; FP displacement of FITC-TR3 peptide from Bcl-B; higher % means a stronger effect; displacement, % at 20 µM, or IC50 in µM where a hit was titrated; 0.11% of 96,000 active;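 active = displacement above 50% at 20 µM plus a fluorescence interference ratio under 1.5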;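 also: plate controls were wells without compound for no effect and wells lacking Bcl-B protein for full effect; a part of the inactive calls stands beside numbers as strong as those of hits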
NFkB transloc pot: enhancers of NFkB p65 translocation in HUVEC – imaging, IL-1B stimulus, high-content imaging, primary screen; 0.3% of 94,000 active; activation, % at 2 µM; HUVEC IL-1B NFkB p65 nuclear translocation imaging;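 active = activation above 40%, about the mean plus 3 SD, also judged a hit on visual image review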;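 also: percent activation is computed from the nuclear over cytoplasmic p65 intensity ratio; values of inactives mirror those of a sister screen read the other way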
PLAP inhibitors HTS: PLAP enzyme inhibitors, biochemical, luminescence, HTS (AID 690); Alkaline phosphatase, placental type (Homo sapiens); purified PLAP, luminescent substrate; higher % means a stronger effect; inhibition, % at 20 µM, or IC50 in µM where a hit was titrated; 0.08% of 96,000 active; in the data active = a potency from the dose series; inactive = the rest, 99 in 100 with inhibition below about 30%; also: strong numbers were not always called active
IL1B NFkB inh: inhibitors of IL-1B driven NFkB p65 nuclear import, primary screen, imaging, HUVEC, IL-1B stimulus, high-content imaging. HUVEC IL-1B NFkB p65 nuclear translocation imaging. inhibition, % at 2 µM. 0.43% of 94,000 active;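 active = inhibition above about 30% together with a positive call from visual inspection of the well image, limit read from the data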;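 also: nuclear over cytoplasmic p65 intensity ratio measured by imaging; 0% = IL-1B stimulated DMSO wells and 100% = unstimulated DMSO wells; values of inactives mirror those of a sister screen read the other way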
MRP resist rev: reversal of MRP1-mediated doxorubicin resistance, primary screen, H69AR cells, doxorubicin co-treatment; differential viability (reversal), % at 10 µM; H69AR cells + 2 uM doxorubicin, CellTiter-Glo, 72 h; AID 602, 2007; 0.04% of 85,000 active;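 active = viability drop by adding the cancer drug above about 55%, with treated viability meeting a 40% cutoff, limit read from the data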;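 also: viability without doxorubicin minus viability with 2 µM doxorubicin for each compound; larger differential means the compound sensitizes cells more to doxorubicin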
MRP resist rev cytotoxicity: also measured in MRP resist rev; calls as there; viability, %; H69AR cells, CellTiter-Glo, 72 h; measured here: cytotoxicity without doxorubicin
MRP resist rev with doxorubicin: also measured in MRP resist rev; calls as there; viability, %; measured here: viability with 2 uM doxorubicin; hits give low values
IL1B NFkB inh cell count 2 µM: recorded beside IL1B NFkB inh, whose call it bears; cell count; measured here: cells passing quality filter;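 raw number of nuclei counted in each imaged well without normalization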
NFkB transloc pot cell count 2 µM: recorded beside NFkB transloc pot, whose call it bears; cell count; measured here: cells passing quality filter
An asterisk follows results filed as active; · = no result given.

SMILES | Bcl-B TR3 displacers | NFkB transloc pot | NFkB transloc pot cell count 2 µM | PLAP inhibitors HTS | IL1B NFkB inh | IL1B NFkB inh cell count 2 µM | MRP resist rev | MRP resist rev cytotoxicity | MRP resist rev with doxorubicin
CCc1cc2c(=O)c(-c3nc4ccccc4n3C)coc2c(CN2CCN(C)CC2)c1O | -6% | 3 | 163 | -49% | -3 | 163 | 16 | 91 | 75
Cc1cc(NCCN2CCOCC2)n2c(nc3ccccc32)c1C#N | 0% | 11 | 138 | 8% | -11 | 138 | -8 | 61 | 69
Cc1cccc2cc(C#N)c(SCCN3CCCCC3)nc12 | · | -97 | 18 | · | 97* | 18* | -17 | 54 | 71
O=C1Nc2ccccc2C12OC1CCCCC1O2 (stereo not given) | -11% | 4 | 183 | -12% | -4 | 183 | -27 | 62 | 90
Cc1cccc(NC(=O)c2c(C)cc(=O)oc2C)n1 | -4% | · | · | 15% | · | · | 11 | 93 | 83
Fc1ccc(C2C3=C(Nc4ncnn42)c2ccccc2OC3c2ccncc2)cc1 (stereo not given) | 9% | 5 | 69 | -42% | -6 | 69 | -1 | 81 | 82
COc1ccc(C(O)Cc2nc3ccccc3n2C)cc1OC (stereo not given) | · | 18 | 111 | · | -18 | 111 | 7 | 88 | 81
CCOC1(C(F)(F)F)NC(=O)N(Cc2ccc(OC)cc2)C1=O (stereo not given) | 11% | -3 | 91 | -3% | 3 | 91 | -9 | 97 | 106
CCCCOc1ccccc1C1CC(=O)NC2=C1C(=O)CCC2 (stereo not given) | 2% | -6 | 166 | -10% | 6 | 166 | -21 | 28 | 49
COc1cc(C2CC(=O)N3CN(c4ccccc4C)CSC3=C2C#N)cc(OC)c1OC (stereo not given) | -10% | 27 | 127 | -85% | -27 | 127 | -5 | 88 | 93
COc1ccc2cc3cc(C(=O)N4CCN(Cc5ccc6c(c5)OCO6)CC4)oc3nc2c1 | -2% | 25 | 184 | -51% | -25 | 184 | · | · | ·
O=C(COc1ccccc1O)Nc1ccccc1Cl | 6% | -4 | 81 | -23% | 6 | 81 | · | · | ·
O=C(c1cccs1)N1CCN(Cc2ccncc2)CC1 | -4% | 4 | 166 | -7% | -4 | 166 | -8 | 91 | 99
CC(C)CSc1nnc2c(n1)[nH]c1ccccc12 | 6% | 6 | 143 | 9% | -6 | 143 | 19 | 90 | 70
COc1ccc2c(C)cc(SCC(=O)c3ccc4c(c3)OCO4)nc2c1 | -6% | 17 | 165 | -8% | -17 | 165 | 5 | 48 | 43

Quoted at random: two records from the list, in no set order.
SMILES | Bcl-B TR3 displacers | NFkB transloc pot | NFkB transloc pot cell count 2 µM | PLAP inhibitors HTS | IL1B NFkB inh | IL1B NFkB inh cell count 2 µM | MRP resist rev | MRP resist rev cytotoxicity | MRP resist rev with doxorubicin
CCc1cc2c(=O)c(-c3nc4ccccc4n3C)coc2c(CN2CCN(C)CC2)c1O | -6% | 3 | 163 | -49% | -3 | 163 | 16 | 91 | 75
O=C(c1cccs1)N1CCN(Cc2ccncc2)CC1 | -4% | 4 | 166 | -7% | -4 | 166 | -8 | 91 | 99

Full records, looked up by structure.
Profile of CCCCOc1ccccc1C1CC(=O)NC2=C1C(=O)CCC2 (stereo not given) → Bcl-B TR3 displacers: 2%; NFkB transloc pot: -6; NFkB transloc pot cell count 2 µM: 166; PLAP inhibitors HTS: -10%; IL1B NFkB inh: 6; IL1B NFkB inh cell count 2 µM: 166; MRP resist rev: -21; MRP resist rev cytotoxicity: 28; MRP resist rev with doxorubicin: 49
Profile of O=C1Nc2ccccc2C12OC1CCCCC1O2 (stereo not given) → Bcl-B TR3 displacers: -11%; NFkB transloc pot: 4; NFkB transloc pot cell count 2 µM: 183; PLAP inhibitors HTS: -12%; IL1B NFkB inh: -4; IL1B NFkB inh cell count 2 µM: 183; MRP resist rev: -27; MRP resist rev cytotoxicity: 62; MRP resist rev with doxorubicin: 90

Back to the main list with the two entries that preceded the break.
SMILES | Bcl-B TR3 displacers | NFkB transloc pot | NFkB transloc pot cell count 2 µM | PLAP inhibitors HTS | IL1B NFkB inh | IL1B NFkB inh cell count 2 µM | MRP resist rev | MRP resist rev cytotoxicity | MRP resist rev with doxorubicin
CC(C)CSc1nnc2c(n1)[nH]c1ccccc12 | 6% | 6 | 143 | 9% | -6 | 143 | 19 | 90 | 70
COc1ccc2c(C)cc(SCC(=O)c3ccc4c(c3)OCO4)nc2c1 | -6% | 17 | 165 | -8% | -17 | 165 | 5 | 48 | 43
CSc1ccccc1NC(=O)c1cc(CC(C)C)on1 | 2% | · | · | -8% | · | · | 3 | 89 | 86
CC(=O)NC(Cc1ccccc1)C(=O)NC1CCN(C(=O)NC2CCCCC2)CC1 (stereo not given) | 4% | 4 | 113 | -58% | -4 | 113 | 2 | 96 | 94
CC(C)c1c(O)nc(SCC(=O)N2CCOCC2)[nH]c1=O | 0% | 6 | 123 | 7% | -6 | 123 | -1 | 96 | 98
COc1ccc(CC(=O)NC2CCN(CC(=O)Nc3ccc4c(c3)OCCO4)CC2)cc1OC | 0% | 3 | 129 | -2% | -3 | 129 | 3 | 83 | 80
CCOC(=O)c1cnc2c(C)cccc2c1NCCc1ccc(OC)c(OC)c1 | -8% | 1 | 111 | -42% | -1 | 111 | · | · | ·
CC1(C(=O)NC2CCCCCCC2)CCC(=O)N1CCN1CCOCC1 (stereo not given) | -20% | -14 | 106 | 4% | 14 | 106 | -11 | 100 | 110
Cc1cc(C(=O)OCC(=O)Nc2ccc(F)cc2F)c(C)o1 | 0% | -3 | 121 | 9% | 3 | 121 | 11 | 108 | 98
CCOc1cccc(NC(=O)CSc2nncn2N)c1 | -3% | 8 | 184 | 13% | -8 | 184 | -11 | 88 | 98
c1ccc2c(COn3nnc4ccccc43)cccc2c1 | 9% | 5 | 87 | 46% | -6 | 87 | 13 | 92 | 79
Cc1cccc(N2CCN(S(C)(=O)=O)CC2)c1C | 12% | 17 | 219 | 6% | -17 | 219 | 37 | 118 | 81
COc1cccc(Nc2ncccc2C(=O)Nc2ccccc2)c1 | 2% | 8 | 154 | 34% | -8 | 154 | -16 | 59 | 75
COC(=O)c1ccc(C)c(NC(=O)CN(c2cc(OC)ccc2OC)S(C)(=O)=O)c1 | 3% | -9 | 133 | -26% | 9 | 133 | -2 | 87 | 89
CS(=O)(=O)N(CC(O)Cn1c2ccccc2c2ccccc21)c1cccc2ccccc12 (stereo not given) | -8% | -7 | 49 | -62% | 8 | 49 | -10 | 2 | 12
COc1ccc(C)cc1NC(=O)CSc1nnc(-c2ccc(Br)cc2)o1 | -9% | 18 | 117 | -10% | -18 | 117 | 3 | 95 | 92
Nc1cc(C(=O)O)ccc1Nc1ccccc1 | -8% | · | · | -15% | · | · | · | · | ·
CN(c1ccccc1)C(c1ccc(F)cc1)c1nnnn1C1CCCC1 (stereo not given) | -5% | 2 | 215 | 3% | -2 | 215 | -9 | 78 | 87
COc1ccc(OCCNC(=S)Nc2cccc3ccccc23)cc1 | -1% | 10 | 161 | 19% | -10 | 161 | · | · | ·
CCOC(=O)c1cc2c(=O)n3ccccc3nc2n(CCOC)c1=NC(=O)C(C)(C)C | 5% | 6 | 174 | -34% | -6 | 174 | 10 | 80 | 71
O=C(c1cccc(N2C(=O)C3C4C=CC(C4)C3C2=O)c1)N1CCCCCC1 (stereo not given) | -1% | 4 | 207 | -49% | -4 | 207 | 8 | 107 | 99
CCOC(=O)Cc1c(C)nc2c(C#N)c(C)nn2c1C | -4% | -22 | 81 | 6% | 22 | 81 | 13 | 84 | 71
CCOc1cc(NC(=O)C2CCCO2)c(OCC)cc1NC(C)=O (stereo not given) | -3% | 7 | 168 | -5% | -7 | 168 | -12 | 95 | 107
COc1ccc(Cc2nc(-c3ccccc3)no2)cc1 | 1% | 24 | 128 | 9% | -24 | 128 | 15 | 97 | 83
COc1cccc(OC)c1C(=O)NC(=S)Nc1ccc2c(c1)Cc1ccccc1-2 | -8% | -9 | 145 | 0% | 9 | 145 | -5 | 89 | 94
O=C(CN1CCCCC1)Nc1ccc(S(=O)(=O)N2CCOCC2)cc1 | -3% | 31 | 170 | 14% | -31 | 170 | 1 | 95 | 94
COc1cccc2c(=O)c(C/C=C(/C)Cl)c(C)[nH]c12 | 3% | -3 | 194 | 25% | 3 | 194 | -5 | 94 | 99
COc1ccc(C(=O)NC2CCCCCC2)cc1S(=O)(=O)N1CCCc2ccccc21 | 1% | 14 | 186 | 9% | -14 | 186 | 10 | 92 | 83
CCOc1ccc(-c2nnn(CC(=O)NCc3ccc(F)cc3)n2)cc1OCC | -37% | -1 | 183 | -9% | 1 | 183 | 4 | 91 | 87
CCn1c(COc2ccc(=O)n(-c3ccccc3)n2)nnc1SCc1ccccc1 | 0% | · | · | -6% | · | · | · | · | ·
O=C(Nc1ccccc1)N1CCCCC1c1cccnc1 (stereo not given) | -13% | 11 | 153 | 16% | -11 | 153 | -1 | 83 | 84
CC(C)(O)C#Cc1ccc(C(=O)N2CCCC2C(=O)O)s1 (stereo not given) | -12% | -17 | 89 | 4% | 17 | 89 | -1 | 100 | 100

Rewritten with values under each structure: part of the list above
The line under a structure holds: Bcl-B TR3 displacers | NFkB transloc pot | NFkB transloc pot cell count 2 µM | PLAP inhibitors HTS | IL1B NFkB inh | IL1B NFkB inh cell count 2 µM | MRP resist rev | MRP resist rev cytotoxicity | MRP resist rev with doxorubicin
> COc1ccc(Cc2nc(-c3ccccc3)no2)cc1
    1% | 24 | 128 | 9% | -24 | 128 | 15 | 97 | 83
> COc1cccc(OC)c1C(=O)NC(=S)Nc1ccc2c(c1)Cc1ccccc1-2
    -8% | -9 | 145 | 0% | 9 | 145 | -5 | 89 | 94
> O=C(CN1CCCCC1)Nc1ccc(S(=O)(=O)N2CCOCC2)cc1
    -3% | 31 | 170 | 14% | -31 | 170 | 1 | 95 | 94
> COc1cccc2c(=O)c(C/C=C(/C)Cl)c(C)[nH]c12
    3% | -3 | 194 | 25% | 3 | 194 | -5 | 94 | 99
> COc1ccc(C(=O)NC2CCCCCC2)cc1S(=O)(=O)N1CCCc2ccccc21
    1% | 14 | 186 | 9% | -14 | 186 | 10 | 92 | 83

The list goes on.
SMILES | Bcl-B TR3 displacers | NFkB transloc pot | NFkB transloc pot cell count 2 µM | PLAP inhibitors HTS | IL1B NFkB inh | IL1B NFkB inh cell count 2 µM | MRP resist rev | MRP resist rev cytotoxicity | MRP resist rev with doxorubicin
O=C(CSc1ccc2c(c1)OCCO2)NCCN1C(=O)CSC1=O | -9% | 4 | 107 | -10% | -4 | 107 | 8 | 99 | 91
c1ccc(-c2nc(NCC3CCCO3)c3ccccc3n2)nc1 (stereo not given) | 16% | 4 | 195 | -23% | -4 | 195 | · | · | ·
Cc1ccc(-c2csc3ncn(CC(=O)N4CCOCC4)c(=O)c23)cc1 | -4% | 7 | 82 | -13% | -7 | 82 | 5 | 89 | 84
Cc1ccc2nc3sc(C(=O)N4CCCc5ccccc54)c(N)c3cc2c1 | 31% | 4 | 108 | 0% | -4 | 108 | · | · | ·
COc1cc2c3c(c1OC)C1(C=CC(=NO)C=C1)CC3N(C(C)=O)CC2 (stereo not given) | 2% | -5 | 121 | 8% | 5 | 121 | · | · | ·
CC1(C)CC(=O)C2=C(C1)NCN(Cc1ccccc1)C2 | 6% | 1 | 123 | 3% | -1 | 123 | 16 | 108 | 92
COC(=O)COc1cccc(NC(=O)c2ccccc2)c1 | -4% | · | · | 9% | · | · | -5 | 91 | 96
CCOC(=O)c1c(C)c(C(=O)NCC2CCCO2)c(C)n1C (stereo not given) | -7% | 0 | 144 | 5% | 0 | 144 | 5 | 84 | 80
Cc1cccc(NC(=O)C2CCCN(C(=O)NC3CCCCC3)C2)c1C (stereo not given) | -1% | 3 | 95 | -20% | -3 | 95 | 2 | 101 | 99
Cc1ccc(-c2nn3c(C)nnc3c3ccccc23)cc1S(=O)(=O)N(C)CCO | -1% | 8 | 126 | -24% | -8 | 126 | 40 | 47 | 8
COCCn1c(SCc2ccc(C(=O)OC)o2)nc2cc(Cl)ccc2c1=O | -11% | -3 | 179 | -60% | 3 | 179 | 10 | 80 | 70

Some of the compounds tested. The share of hits here may be higher or lower than overall.
